Source: PubChem BioAssay (National Center for Advancing Translational Sciences (NCATS))
DT40 TDP1 no CPT: qHTS for Inhibitors of human tyrosyl-DNA phosphodiesterase 1 (TDP1): qHTS in cells in absence of CPT; DT40 Tdp1-/- hTDP1 cells, no CPT, ATP luminescence, 48 h; 420,000 tested, 15% active; Potency, µM (highest dose often 46.2 µM), without a hit: at the top dose activity change, negative = growth inhibition, most hits filed as inhibitors; AID 686978, 2013; further: nearly all actives have a fitted effect of over 55% in size
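Growth of hTDP1-complemented DT40 Tdp1-knockout cells is measured by ATP luminescence after at least 48 hr compound exposure at 37 °C, with DMSO substituting for the 20 nM CPT used in the parallel screen.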
N370S GC: inhibitors or activators of N370S glucocerebrosidase for Gaucher disease; P04062; N370S GC spleen homogenate, 4MU-glucoside fluorescence; Potency, µM (series often up to 59.4 µM), inactives show at the top dose activity change, negative = inhibition, most hits filed as inhibitors; 330,000 tested, 0.092% active;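 further: 0% = full enzyme activity and -100% = no enzyme basal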
TDP1 block: TDP1 (human) enzyme inhibition; recombinant TDP1, AlphaScreen DNA substrate cleavage; Potency, µM (doses to about 130 µM), for inactives: top-dose activity change, negative = inhibition, most hits filed as inhibitors; AID 485290; 350,000 tested, 0.28% active; further: nearly all actives have a fitted effect of over 40% in size
Target sequence (Q9NUW8 whole entry, looked up): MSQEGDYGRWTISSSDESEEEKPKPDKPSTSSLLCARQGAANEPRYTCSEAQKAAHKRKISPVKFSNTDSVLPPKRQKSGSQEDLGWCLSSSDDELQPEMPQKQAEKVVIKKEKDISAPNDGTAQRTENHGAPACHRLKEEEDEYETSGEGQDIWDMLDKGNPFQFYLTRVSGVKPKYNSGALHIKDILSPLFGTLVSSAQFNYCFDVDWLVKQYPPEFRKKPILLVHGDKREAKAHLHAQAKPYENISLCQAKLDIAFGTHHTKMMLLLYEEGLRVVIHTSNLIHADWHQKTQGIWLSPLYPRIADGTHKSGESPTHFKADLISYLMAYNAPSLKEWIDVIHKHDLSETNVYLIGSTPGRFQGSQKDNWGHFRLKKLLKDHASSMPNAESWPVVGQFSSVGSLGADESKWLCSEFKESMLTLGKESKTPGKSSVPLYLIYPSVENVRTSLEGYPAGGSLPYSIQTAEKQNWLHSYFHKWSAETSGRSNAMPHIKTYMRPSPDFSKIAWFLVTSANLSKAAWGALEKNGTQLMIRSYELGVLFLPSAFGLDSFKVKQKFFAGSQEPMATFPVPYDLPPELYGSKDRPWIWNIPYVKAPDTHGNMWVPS
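Here, a 5' biotin and 3' phosphotyrosine-FITC DNA oligonucleotide reports Tdp1 activity: intact substrate bridges AlphaScreen beads, while cleavage leaves a 3' phosphate and drops signal. All incubations at room temperature.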
Starred values were filed as active, the others as inactive; ? = inconclusive; . = no result given; [ ] = another dose, or the depositor's remark. The call rests on the fitted dose curve; in most records, active means well fitted curve in the direction sought with a large enough effect; inconclusive means small, poorly fitted or top-dose-only effect, or another doubt; inactive means no such curve, though single readings can be large; an effect the other way counts as inactive or inconclusive. Unless noted, on the % scale 0 is the no-effect control and ±100 the full control effect; potency means the concentration at half of the fitted maximal effect. These rows are one share of the data. The share of hits here may be higher or lower than overall.

SMILES | DT40 TDP1 no CPT | N370S GC | TDP1 block
COC(=O)CC1COc2ccccc2N1S(=O)(=O)c1ccc(OC)cc1 (stereo not given) | 5.2µM* | -5% | .
Cc1cccn2c(=O)c(/C=N/O)c(NCc3ccccc3)nc12 | -27% | 12% | .
COC(=O)c1sccc1NC(=O)CCC1CCCC1 | -17% | . | -5%
O=C(CN(Cc1ccccc1)S(=O)(=O)c1ccccc1)N1CCOCC1 | 4% | 3% | 4%
CS(=O)(=O)N(CC(=O)NCc1ccco1)c1cc(C(F)(F)F)ccc1Cl | ? | 3% | 0%
Cc1ccc(C2(c3ccc(C)cc3)NC(=O)N(Cc3c(C)noc3C)C2=O)cc1 | ? | 8% | 2%
Cc1c(OC(C)C(=O)NCC2CCC(C(=O)O)CC2)ccc2c(-c3ccccc3)cc(=O)oc12 (stereo not given) | -12% | -7% | .
Cc1cc(N2C(=O)C3CC=CCC3C2=O)cc(C)c1Br (stereo not given) | ? | -9% | 0%
O=C(CCN1C(=O)c2ccccc2C1=O)C1=NN[C@@H]2C(=O)N(c3ccc(F)cc3)C(=O)[C@H]12 | 1% | 6% | 5%
Cc1csc(NC(=O)NCC2CCCC(CNC(=O)Nc3nc(C)cs3)C2)n1 (stereo not given) | ? | 29% | .
Cc1ccsc1C(=O)NNC(=O)c1cccc(S(=O)(=O)N2CCCC2)c1 | ? | . | 0%
Cc1ccc(CNC(=O)Cn2cnc3c(NCc4ccccc4)ncnc32)o1 | 8.2µM* | . | 1%[56.1 µM]
Cc1cc(C)cc(C(=O)NC2CC(C)(C)NC(C)(C)C2)c1 | -3% | 3% | 0%
COc1cc(/C(C)=N\NC(=O)CSc2nc3ccccc3n2C)ccc1O | ? | -13% | 6%
NC(=O)Cn1c(=O)n(CCC(=O)NCCSCc2ccccc2)c(=O)c2ccccc21 | -2% | -2% | -3%
O=C(O)C1CCCCN1C(=O)c1ccc(S(=O)(=O)N2CCCCCC2)cc1 (stereo not given) | 3% | . | -1%[56.1 µM]
NC(=O)Cn1cc(C(=O)c2cccs2)c2ccccc21 | 3% | 3% | -1%
O=C(NCC(c1ccco1)N1CCCC1)c1ccc(S(=O)(=O)Nc2ccccc2Cl)cc1 (stereo not given) | -24% | . | 0%
COc1ccc(CNC(=O)Cn2cnc3c(NCc4ccccc4)ncnc32)cc1 | 5.8µM* | . | 1%[56.1 µM]
CCC(C)[C@H](NC(=O)NCc1cccs1)C(=O)OC (stereo not given in full) | 2% | 8% | 0%
Cc1ccc(N2CC(C(=O)NC(C)CCc3ccccc3)CC2=O)cc1 (stereo not given) | 3% | -8% | 2%[56.1 µM]
O=S(=O)(c1ccc(NC(=S)NN=C(Cc2ccccc2)Cc2ccccc2)cc1)N1CCOCC1 | ? | -5% | 5%
Cc1c(NC(=O)COC(=O)c2ccc(O)cc2)c(=O)n(-c2ccccc2)n1C | -2% | . | 1%
CCC(=O)NNc1ncnc2c1cnn2C | 16% | -6% | -4%
CC(=O)N/N=C/c1ccccc1OCCOc1cccc(C)c1 | ? | -6% | 3%
O=[N+]([O-])c1ccc(N=Nc2ccc(O)cc2O)cc1 | -6% | -21% | 9%
C/C(=N/Nc1ncc(C(F)(F)F)cc1Cl)c1ccncc1 | 15% | 0% | 5%
COc1ccc(Br)cc1C(=O)NC(=S)Nc1ccc2[nH]c(=O)[nH]c2c1 | 8% | -4% | 4%[0.0935 µM]
C=CCN(c1ccccc1)S(=O)(=O)c1cccc(C(=O)Nc2cccc(C)n2)c1 | 23µM* | -9% | -5%
COc1ccc(NC(=O)C2CCN(c3nc(C)nc4c3CCC4)CC2)cc1 | 16µM* | 7% | 3%
Cc1cccc2nc(CSc3nncn3-c3ccccc3)cn12 | -12% | -1% | 5%
COc1cc(NC(=O)Cn2cnc3c(SC)nc(N)nc32)cc(OC)c1OC | -18% | . | 1%
CN(C)S(=O)(=O)c1ccc(C(=O)Nc2ccc3nc(N4CCOCC4)sc3c2)cc1 | ? | . | 2%
CCN(CC)CC(=O)NN(Cc1ccccc1)c1ccccc1 | -11% | 2% | .
O=C(O)Cn1cnc2ccccc2c1=O | 0% | 2% | 0%
Cc1cc(SCc2ccccc2Cl)nc(=O)[nH]1 | 7% | -21% | -4%
Cc1ccc(Cl)cc1NC(=O)C(=O)NCCc1sc(-c2ccc(F)cc2)nc1C | ? | . | 5%
COc1cccc(CCNC(=O)c2c(O)nc3c(C)cccn3c2=O)c1 | ? | . | 1%
CN1CCN(C(=O)c2nc3ccc(Cl)cc3[nH]2)CC1 | . | -10% | 11%
Cc1nn(-c2ccccc2)c(OC(=O)c2ccccc2F)c1S(=O)(=O)c1ccccc1 | -6% | . | 2%[12.3 µM]
O=C(O)c1ccc(N2C(=O)C3ON(c4ccccc4)C(c4ccccc4F)C3C2=O)cc1 (stereo not given) | -25% | 6% | -2%
Cc1cccc(N2C(N)=NC(N)=NC23CCCCC3)c1 | 12µM* | -4% | -1%
CCCCC(CCC(=O)Nc1ccc(C(=O)OC)cc1)C(=O)O (stereo not given) | -8% | 2% | -4%[56.1 µM]
O=C(Cn1nnc(-c2ccncc2)n1)NCCc1ccccc1 | -13% | 1% | 10%
Cc1ccc(C(=O)Nc2nc(C)c(C(=O)N(C)C)s2)o1 | -21% | -4% | 4%[56.1 µM]
C=CCNC(=O)c1onc(CSc2ccccc2C)c1C(=O)O | -6% | 13% | 4%
O=C(COC(=O)c1ccccc1O)Nc1cc(S(=O)(=O)N2CCCCCC2)ccc1Cl | -6% | . | 1%
CCCCNC(=S)NNC(=O)c1nn(C)c(C)c1Cl | -18% | 21% | 9%

For convenience, some entries already given:
SMILES | DT40 TDP1 no CPT | N370S GC | TDP1 block
Cc1ccc(Cl)cc1NC(=O)C(=O)NCCc1sc(-c2ccc(F)cc2)nc1C | ? | . | 5%
COc1cccc(CCNC(=O)c2c(O)nc3c(C)cccn3c2=O)c1 | ? | . | 1%
CN1CCN(C(=O)c2nc3ccc(Cl)cc3[nH]2)CC1 | . | -10% | 11%
Cc1nn(-c2ccccc2)c(OC(=O)c2ccccc2F)c1S(=O)(=O)c1ccccc1 | -6% | . | 2%[12.3 µM]
O=C(O)c1ccc(N2C(=O)C3ON(c4ccccc4)C(c4ccccc4F)C3C2=O)cc1 (stereo not given) | -25% | 6% | -2%
Cc1cccc(N2C(N)=NC(N)=NC23CCCCC3)c1 | 12µM* | -4% | -1%
CCCCC(CCC(=O)Nc1ccc(C(=O)OC)cc1)C(=O)O (stereo not given) | -8% | 2% | -4%[56.1 µM]
O=C(Cn1nnc(-c2ccncc2)n1)NCCc1ccccc1 | -13% | 1% | 10%
Cc1ccc(C(=O)Nc2nc(C)c(C(=O)N(C)C)s2)o1 | -21% | -4% | 4%[56.1 µM]
C=CCNC(=O)c1onc(CSc2ccccc2C)c1C(=O)O | -6% | 13% | 4%
O=C(COC(=O)c1ccccc1O)Nc1cc(S(=O)(=O)N2CCCCCC2)ccc1Cl | -6% | . | 1%
CCCCNC(=S)NNC(=O)c1nn(C)c(C)c1Cl | -18% | 21% | 9%

The results go on:
SMILES | DT40 TDP1 no CPT | N370S GC | TDP1 block
O=S1(=O)C[C@@H]2N=C(N/N=C/c3ccccc3)S[C@@H]2C1 | -1% | -3% | 5%
Cc1ccc(N2C(=O)CN(Cc3cccs3)C2=S)cc1C | ? | 5% | 7%
CC1CCCCN1C(=O)Nc1cccc(C(F)(F)F)c1 (stereo not given) | -3% | -4% | -6%
COc1ccc(OCC(=O)OCc2cc(=O)n3nc(-c4cccs4)sc3n2)cc1 | -10% | . | 2%
COc1ccccc1NC(=O)Cn1cnc2c(oc3ccccc32)c1=O | -8% | 1% | 8%
CC(=O)Nc1ccc(NC(=O)C2C3C=CC(C3)C2C(=O)O)cc1 (stereo not given) | 1% | 4% | .
Cc1ccc2c(c1)nnn2C1CCN(CC(=O)c2ccc(Cl)cc2)CC1 | -13% | 6% | 7%
CC(C)CC(=O)NC1(C(F)(F)F)C(=O)N(CC(C)C)C2=C1C(=O)CC(C)(C)C2 (stereo not given) | -32% | -9% | 1%
CN1CCN(C2CCCCC2NS(=O)(=O)c2ccc(Cl)cc2)CC1 (stereo not given) | 5% | -21% | 0%
COc1ccc2[nH]c(C)c(CCN(Cc3cccs3)C(=S)Nc3ccc(F)cc3)c2c1 | ? | -14% | 10%
c1ccc(Oc2nc(Oc3ccccc3)nc(N3CCOCC3)n2)cc1 | -28% | -19% | 1%
O=C(Nc1nccs1)C1CCCN1S(=O)(=O)c1cccc2cccnc12 (stereo not given) | -9% | 2% | 5%
COc1ccc(OCc2cc(C(=O)N3CCN(CC(=O)N(C)C)CC3)no2)c(Cl)c1 | 1% | 6% | 3%
COc1ccc(Cc2nc3ccc(C(=O)N(C)CCCN4CCOCC4)cc3o2)cc1 | 10% | -1% | 6%
Cc1cccc(Cn2cc(S(=O)(=O)c3cccc(C)c3)c(=O)c3cc(F)c(N4CCOCC4)cc32)c1 | ? | . | -1%
COC(=O)CSc1nnc2cc(C)c3ccccc3n12 | -23% | 18% | .
CCc1ccccc1Nc1nc(-c2cccnc2)cs1 | ? | -6% | .
CCOCCCNC(=O)C(Cc1ccccc1)NC(=O)c1ccco1 (stereo not given) | 8% | -1% | 2%
CCOc1ccc(NC(=O)C2CCC(CNc3c(N4CCOCC4)c(=O)c3=O)CC2)cc1 (stereo not given) | -12% | 5% | 4%
O=C(NC1CC1)C1CCN(S(=O)(=O)c2ccc(Cl)c([N+](=O)[O-])c2)CC1 | ? | . | 1%[56.1 µM]
COc1ccc(N2CCN(C(=O)c3ccc(N4C(=O)NC5CC4(C)Oc4ccccc45)cc3)CC2)cc1 (stereo not given) | ? | -11% | 6%
CSc1ccccc1NC(=O)CN(C)C(=O)/C=C/c1ccccc1 | -14% | . | 0%
COCc1ccc(CN2CCCC(CO)(Cc3ccccc3)C2)o1 (stereo not given) | ? | 1% | 1%
CCOC(=O)c1c(C)[nH]c(C)c1C(=O)COC(=O)/C=C/c1ccc(Cl)cc1 | ? | 12% | 8%
CC(C)(C)c1ccc(C(=O)N2CCN(c3ccc(N4CCOCC4)nn3)CC2)cc1 | ? | -4% | .
Cc1ccc(-c2cc3nc(-c4ccccc4)cc(N4CCOCC4)n3n2)cc1 | ? | 19% | 0%
CC(C)c1ccc(C2/C(=C(/O)c3ccc(F)cc3)C(=O)C(=O)N2CCCN2CCOCC2)cc1 (stereo not given) | -2% | -10% | .
C=CCNc1ncnc2ccccc12 | -28% | -3% | 3%
COc1ccccc1NC(=S)N(Cc1cccs1)C1CCCC1 | 6.5µM* | -2% | 3%
COc1cccc(CC(=O)OC(C)C(=O)Nc2ncc(Cl)cc2Cl)c1 (stereo not given) | -10% | -3% | .
COc1ccccc1-c1nnc(SCC(=O)c2c(N)n(C3CC3)c(=O)[nH]c2=O)n1C | -4% | . | 1%
CCSc1nc2sc3c(c2c(=O)n1-c1ccc(OC)cc1)CCN(C)C3 | 16µM* | -2% | 5%
COC(=O)Cn1cc(C(=O)C2CC2)c2ccccc21 | -17% | 9% | 9%
CCC(=O)OC1CC(C)N(C(=O)c2ccccc2)c2ccc(C)cc21 (stereo not given) | 14µM* | 3% | -5%
COC(=O)c1ccc2c(c1)C(=O)N(C1CCCCC1)C2=O | -30% | 4% | -2%
Cc1ccc(-n2c3c(cc(C(=O)N4CCN(C)CC4)c2=O)C(=O)CC(C)(C)C3)cc1 | -9% | -3% | 3%
CN(C(=O)COC(=O)C1CSC2(C)CCC(=O)N12)c1ccccc1 (stereo not given) | 1% | -22% | 3%
CN(C)c1ccc(C(CNC(=O)c2ccco2)N2CCCC2)cc1 (stereo not given) | 15% | 2% | 2%
Cc1csc2c(N3CCN(C(=O)c4ccc(C(C)(C)C)cc4)CC3)ncnc12 | 4.1µM* | ? | 5%
Cc1cc(N)n(-c2ccccc2C)n1 | -8% | -2% | 3%
CCOC(=O)CNC(=O)CSc1nnc(-c2ccc(OC)cc2)n1CC | 0% | -2% | -2%
COC(=O)c1c(NC(=O)c2nc3nc(C)cc(C(F)F)n3n2)sc2c1CCC2 | 16µM* | ? | -4%
Cc1ccsc1/C=N\NC(=O)Cn1nnc2ccccc21 | 18µM* | 0% | -3%
COC(=O)CCCCCCCCC(O)CN(C)C (stereo not given) | 16µM* | -3% | 1%
COc1ccc(C2C(C(=O)Nc3ccc(Cl)cc3)=C(C)Nc3nc(SCc4cccc(C)c4)nn32)cc1OC (stereo not given) | -29% | . | 5%
COc1cc(C(=O)CSc2nncn2C)cc(OC)c1OC | -20% | 2% | 0%
CC1=C(C(=O)Nc2ccccc2)C(c2cccc(Cl)c2)n2nc(SCC(=O)c3ccc(C)cc3)nc2N1 (stereo not given) | -7% | . | 6%
CCCCNC(=O)c1cc2c(=O)n(CC)c3ccccc3c2s1 | 23µM* | -3% | .
CC(=O)c1ccc(NC(=O)CN2C(=O)/C(=C/C=C/c3ccccc3)SC2=S)cc1 | -15% | -11% | 4%
